ATXN2 expr inh – Primary qHTS for Inhibitors of ATXN expression. HEK-293 ATXN2-luciferase reporter, luminescence, 24 h. Potency, µM (highest dose often 57 µM), inactives show top-dose activity change, negative = inhibition, actives largely listed as inhibitors. 360,000 compounds, 0.72% hits. AID 1745845, 2022; also: potency is read from the fitted curve at half-maximal effect; % is scaled to controls: 0 for no effect and ±100 for the full control effect; nearly all actives have a fitted effect of over 55% in size
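ATXN2-luciferase reporter cells (luciferase flanked by upstream and downstream ATXN2 gene portions) were treated 24 h at 37 °C with compounds at up to 57 uM. SteadyGlo luminescence gave expression; GF-AFC fluorescence gave viability.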
ATXN viability – Viability Counterscreen for Primary qHTS for Inhibitors of ATXN expression; S2 cells (HEK-293 line with an ATXN2-luciferase reporter) viability, CellTiter-Fluor protease fluorescence, 24 h; Potency, µM (highest dose often 56.7 µM), usual class: cytotoxic; 400,000 compounds, 0.49% hits; also: potency is read from the fitted curve at half-maximal effect; nearly all actives have a fitted effect of over 40% in size
TGFb inhibitor – qHTS for Inhibitors of TGF-b. HepG2 CAGA-GFP TGF-b/SMAD3 reporter, GFP fluorescence, 18 h; TGF-beta stimulated, 500 pg/mL final. Potency, µM (top dose mostly 46.1 µM), for inactives: at the top dose activity, negative = inhibition, usual class: inhibitors. 410,000 compounds, 1.2% hits; also: potency is read from the fitted curve at half-maximal effect; % is scaled to controls: 0 for no effect and ±100 for the full control effect; nearly all actives have a fitted effect of over 65% in size
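TGF-beta reporter screen: HEPG2 CAGA-GFP, 1% FBS, 500 pg/mL TGF-beta final, 18 h; per-cell GFP summed per well; curves fitted and categorized by class.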
Nrf2 ARE act – qHTS of Nrf2 Activators | 410,000 compounds, 0.31% hits | Potency, µM (top dose mostly 46.1 µM), without a hit: top-dose activation, usual class: activators | AID 624171, 2012 | AREc32 ARE-luciferase reporter (MCF7-derived line), luminescence, 24 h; also: potency is read from the fitted curve at half-maximal effect; % of control where 0% means no effect; nearly all actives have a fitted effect of over 65% in size
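Each well held 1000 AREc32 cells, which were incubated with compound for 24 hr at 37 deg C after overnight attachment, and ARE reporter activity was quantified by firefly luciferase luminescence.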
EPAC2 agonist – qHTS for Agonist of cAMP-regulated guanine nucleotide exchange factor 4 (EPAC2): primary screen | Potency, µM (highest dose often 154 µM), inactives show at the top dose activation, hits mostly activators | EPAC2 activation, biochemical qHTS; response scale: 100% = 6.5 mM cAMP response | Rap guanine nucleotide exchange factor 4 (Homo sapiens), Q8WZA2 | 360,000 compounds, 0.079% hits | AID 720711, 2013; also: potency is read from the fitted curve at half-maximal effect; nearly all actives have a fitted effect of over 50% in size
Target sequence (Q8WZA2 whole entry, looked up): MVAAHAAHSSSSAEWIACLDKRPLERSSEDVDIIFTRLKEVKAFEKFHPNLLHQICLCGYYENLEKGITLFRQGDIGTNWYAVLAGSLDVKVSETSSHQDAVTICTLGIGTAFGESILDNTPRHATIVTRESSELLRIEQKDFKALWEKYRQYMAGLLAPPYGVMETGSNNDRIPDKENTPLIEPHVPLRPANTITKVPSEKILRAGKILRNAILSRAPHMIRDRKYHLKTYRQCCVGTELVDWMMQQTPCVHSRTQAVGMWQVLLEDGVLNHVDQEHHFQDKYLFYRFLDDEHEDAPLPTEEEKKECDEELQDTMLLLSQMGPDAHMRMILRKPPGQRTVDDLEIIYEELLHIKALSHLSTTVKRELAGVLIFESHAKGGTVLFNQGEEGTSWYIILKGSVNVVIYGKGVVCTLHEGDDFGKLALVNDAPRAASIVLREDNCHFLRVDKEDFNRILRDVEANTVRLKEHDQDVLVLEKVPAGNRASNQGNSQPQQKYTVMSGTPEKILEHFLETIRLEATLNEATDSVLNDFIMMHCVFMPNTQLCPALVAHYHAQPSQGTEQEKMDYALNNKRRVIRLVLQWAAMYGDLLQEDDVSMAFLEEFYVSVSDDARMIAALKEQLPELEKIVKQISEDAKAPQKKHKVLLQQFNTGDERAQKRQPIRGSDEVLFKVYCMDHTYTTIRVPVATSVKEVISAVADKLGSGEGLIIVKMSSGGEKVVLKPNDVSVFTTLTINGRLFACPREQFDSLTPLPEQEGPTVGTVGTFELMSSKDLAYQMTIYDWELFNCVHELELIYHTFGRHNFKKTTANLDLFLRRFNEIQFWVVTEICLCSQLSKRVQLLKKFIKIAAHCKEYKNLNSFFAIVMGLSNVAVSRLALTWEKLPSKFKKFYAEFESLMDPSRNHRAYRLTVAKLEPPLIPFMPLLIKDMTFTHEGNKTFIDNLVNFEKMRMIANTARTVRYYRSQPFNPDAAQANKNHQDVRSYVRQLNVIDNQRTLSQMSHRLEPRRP
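Guanine nucleotide exchange by EPAC2 is measured as reduced fluorescence of BODIPY-GDP once it is released from 250 nM Rap1B. Plates are read kinetically for 30 min at room temperature; results are scaled to 6.5 mM cAMP.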
IL2 activator – qHTS of IL-2 Activators | IL-2 activation reporter assay, cell-based qHTS; stimulated with anti-CD3/CD4/CD28 beads; in transgenic mouse T cells | activation, % (series mostly up to about 46 µM) | 360,000 compounds, 0.065% hits; in the data active = activation above about 50%; inconclusive = mostly about 30% to 49%; also: 0% is about no effect
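Unstimulated transgenic mouse T cells; 60-min compound exposure; bead-based TCR/CD4/CD28 stimulation; 18 h culture, 37 degrees C; dual fluorescence (EGFP, DsRed) plate cytometry.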
A549 tox – Nrf2 qHTS screen for inhibitors: counterscreen for cytotoxicity. 390,000 compounds, 0.16% hits. AID 504648, 2011. Potency, µM (series often up to 46 µM), for the others: at the highest dose activity change, negative = cytotoxicity, most hits filed as inhibitors. A549 ARE-Fluc cells, CellTiter-Fluor viability, 18-24 h; also: potency is read from the fitted curve at half-maximal effect; % is scaled to controls: 0 for no effect and ±100 for the full control effect
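A549 ARE_Fluc cells in 5% FBS OPTI-MEM were exposed to compounds in concentration-response for 18-24 h at 37 deg C. Viability was read by CellTiter-Fluor fluorescence (Ex 405/Em 525) after 30 min, before the luciferase read.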
Nrf2 block – Nrf2 qHTS screen for inhibitors; A549 ARE-Fluc reporter, luciferase luminescence, 18-24 h; Potency, µM (highest dose often 46 µM), for the others: at the top dose activity change, negative = inhibition, usual class: inhibitors; 360,000 compounds, 2.1% hits; AID 504444, 2011; also: potency is read from the fitted curve at half-maximal effect; % is scaled to controls: 0 for no effect and ±100 for the full control effect; nearly all actives have a fitted effect of over 60% in size
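A549 ARE_Fluc cells (5000/well, 5% FBS OPTI-MEM) pre-incubated 2 h, then treated with compounds 18-24 h at 37C/5% CO2 in concentration-response. CellTiter-Fluor viability read first; BugLite luciferase luminescence after 15 min at room temperature gives Nrf2 activity.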
HepG2 viability – qHTS for Inhibitors of TGF-b: Cytotox Counterscreen | HepG2 CAGA-GFP viability, ATP luminescence, 18 h | Potency, µM (titrated, usually from 46.1 µM), inactives show at the top dose activity change, negative = cytotoxicity, usual class: cytotoxic | 410,000 compounds, 0.76% hits | AID 588856, 2011; also: potency is read from the fitted curve at half-maximal effect; some results filed as inactive show a strong effect at the top dose
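CellTiter-Glo luminescence gave cytotoxicity after 18 hours at 37 degrees C. The cells were HepG2 CAGA-GFP in 1% FBS DMEM, stimulated with 500 pg/mL TGF-beta after compound addition. %Activity was normalised to no-cell wells (complete cell-killing) and DMSO (no toxicity), and curves were fitted and classified.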
* hit, by the source's call; i = inactive; ? = inconclusive; · = not tested or not shown; & = joins results of further samples; [ ] = remark or other dose. Unless noted, calls follow the shape of the dose curve; as a rule, active = well fitted curve in the direction sought with a large enough effect; inconclusive = small, poorly fitted or top-dose-only effect, or another doubt; inactive = no such curve, though single readings can be large; an effect the other way counts as inactive or inconclusive.

SMILES	ATXN2 expr inh	ATXN viability	TGFb inhibitor	Nrf2 ARE act	EPAC2 agonist	IL2 activator	A549 tox	Nrf2 block	HepG2 viability
CCCC1=[N+](CC(=O)c2ccccc2)CCn2cccc21	19%	i	3%	7.5%	1%	0.7	20%	12%	-8%
COc1cccc(C(O)c2nc(-c3cc4ccccc4o3)cs2)c1 (configuration not stated)	12%	i	-15%	6.2%	20%	0.1	·	·	-22%
CC(=O)CSc1nnc(NC(=O)CCc2ccccc2)s1	13%	i	?	-0.1%	4%	0.5	-6%	2%	3%
CSc1ccccc1NC(=O)CN(C)C(=O)CCc1c[nH]c2ccccc12	10%	i	-1%	0.0%	10%	-0.1	2%	-2%	2%
Cc1cc(N2C(=O)C(O)=C(C(=O)c3cccs3)C2c2cccc(O)c2)no1 (configuration not stated)	2%	?	0%	0.1%	2%	0.8	?	1%	18%
Cc1ccc(S(=O)(=O)NN2C(=O)c3ccccc3NC2(C)C)cc1	-7%	i	6%	-0.5%	12%	1.5	11%	-8%	1%
COc1ccc(Cl)cc1S(=O)(=O)N1CCCC1	5%	i	3%	0.1%	3%	1.3	1%	2%	-2%
O=C(c1ccccc1)c1c[nH]c(C(=O)C(Cl)(Cl)Cl)c1	-2%	i	-14%	3.1%	1%	-0.2	1%	0%	-7%
Cc1cccc(C(=O)Nc2ccc(C(=O)c3ccccc3)cc2)c1	-22%	i	-13%	4.5%	14%	-0.3	-18%	-28%	-15%
Cc1ccc(N2CC(C(=O)N3CCCc4ccccc43)CC2=O)cc1 (configuration not stated)	2%	i	-8%	0.2%	4%	-2.0	19%	2%	-6%
CCOC(=O)C1CCN(S(=O)(=O)c2ccc3c4c2CC(=O)N4CC(C)S3)CC1 (configuration not stated)	3%	i	-8%	0.2%	1%	2.1	-5%	8%	-8%
CC(=O)c1c(C)[nH]c(C(=O)OCC(=O)NCCC(C)C)c1C	-10%	i	-19%	3.3%	11%	-0.9	2%	12µM*	-6%
N#CC(/C(=N/S(=O)(=O)c1cccs1)c1ccccc1)c1nc2ccccc2[nH]1 (configuration not stated)	-19%	i	?	-0.6%	-12%	0.3	-1%	?	-30%
CC(=O)NCCc1nc2ccccc2n1Cc1cccc(C)c1	2%	i	-12%	-0.9%	3%	-0.8	-3%	-18%	-6%
O=C(c1cccs1)N1C(=O)c2cccc3cccc1c23	7%	i	-8%	6.7%	-1%	-0.3	0%	-2%	-40%
CCOc1ccc(C(Nc2ccc(C)cc2)P2(=O)OCC(C)(C)CO2)cc1 (configuration not stated)	0%	i	0%	-0.1%	6%	0.7	2%	-1%	-30%
O=C(O)CCCCCCCCc1cn(CN2C(=O)c3ccccc3C2=O)nn1	3%	i	-7%&12%	-0.5%	9%	2.6	0%	7%	-10%&20%
O=C(NCCCCCCNC(=O)OC1CCS(=O)(=O)C1)OC1CCS(=O)(=O)C1 (configuration not stated)	7%	i	-4%	-0.2%	-6%	-0.2	-5%	-9%	4%
Cc1ccc(NC(=S)NC(CO)C(O)c2ccc([N+](=O)[O-])cc2)cc1 (configuration not stated)	-3%	i	-1%	-0.7%	7%	-3.8	1%	1%	-32%
COc1cccc(-c2csc3nnc(SCC(=O)NCc4cccs4)n23)c1	3%	?	2%	0.1%	7%	0.7	?	?	-14%
Cc1cc(F)ccc1S(=O)(=O)N1CCCOC1CNC(=O)C(=O)NC1CCCCC1 (configuration not stated)	-6%	i	0%	-1.3%	1%	-0.4	11%	-16%	0%
Cc1nn(CC(=O)N2CCCCC2)c(=O)c2cc3occc3n12	9%	i	4%	4.1%	·	·	2%	44%	8%
O=C(CCSc1nnc(-c2ccncc2)o1)Nc1ccc(F)cc1	-5%	i	-2%	-0.4%	10%	4.2	10%	-15%	-3%
CN1CCN(c2ccc(S(=O)(=O)N3CCCCC3)cc2N)CC1	9%	i	10%	0.0%	-3%	0.1	-1%	-1%	0%
Cc1cccc(C)c1NC(=O)CSc1nc(C)c(CC(=O)c2ccc(Br)cc2)c(C)c1C#N	-38%	?	0%	-0.2%	1%	-0.5	-14%	?	-6%
Cc1ccc(NC(=O)c2c(C)oc3ncnc(N4CCCCC4)c23)cc1Cl	-4%	i	-11%	-0.4%	·	·	-1%	2%	4%
CCCCOc1ccc(C2OC34CCCCC3C(C#N)(C#N)C2(C#N)C(=N)O4)cc1 (configuration not stated)	3%	?	50%[activator]	2.6%	10%	0.1	7%	-3%	7%
CN(C(=O)c1ccc(-c2nn(C)c(=O)c3ccccc23)cc1)C1CCCCC1	-8%	i	-1%	3.9%	2%	-4.5	-16%	?	-2%
O=C(O)c1ccc(S(=O)(=O)N2CCCCCCC2)cc1	·	?	-17%	-0.9%	13%	0.1	·	·	-20%
O=C(c1ccc(OC2CCN(C/C=C/c3ccc(F)cc3)CC2)cc1)N1CCCCC1	-13%	i	4%	6.4%	-1%	-4.2	?	-9%	-36%
CCn1c(SCC(=O)Nc2ccc(Cl)cc2)nc2nc3c(cc2c1=O)CCCC3	-24%	i	-5%	-0.1%	9%	-0.2	-19%	-5%	-5%
Cc1onc(-c2ccccc2)c1-c1n[nH]c(=S)n1-c1ccccc1Cl	-8%	i	6%	0.4%	-9%	-0.1	-9%	10%	4%
CC(C)(C)c1ccc(C(=O)NC(Cc2c[nH]c3ccccc23)C(=O)OCC(=O)c2ccc(Br)cc2)cc1 (configuration not stated)	·	·	-3%	0.3%	·	·	-8%	·	-30%
O=C(N/C(=C\c1ccc(Br)cc1)C(=O)N1CCOCC1)c1ccco1	-4%	i	2%	-0.1%	17%	0.6	0%	0%	3%
COc1ccc(OC)c(NP2(=O)OCC(C)([N+](=O)[O-])CO2)c1 (configuration not stated)	4%	i	5%	0.0%	0%	-2.3	-3%	-1%	8%
Cc1ccc(CNC(=O)C2CCCN2S(=O)(=O)c2ccc3c(c2)C(C)(C)C(=O)N3C)cc1 (configuration not stated)	3%	i	5%	3.1%	4%	-1.3	0%	0%	-2%
COc1ccc(C2CC(C)=NN2C=O)cc1OC (configuration not stated)	1%	i	0%	0.0%	4%	-0.4	-5%	-13%	-3%
CC(=O)NC(N1CCCCC1)C(F)(F)C(F)(F)C(F)(F)C(F)F (configuration not stated)	-5%	i	20%	0.0%	-7%	-3.1	6%	·	-1%
CCn1cc(/C=C(\NC(=O)c2ccccc2F)C(=O)NCCCN2CCOCC2)c2ccccc21	-3%	i	-8%	0.3%	1%	-0.5	-2%	-8%	-4%
Nc1ccc(C2=Nc3cccc4cccc(c34)N2)cc1	·	i	-2%	?	10%	-0.1	-3%	10%	-7%
O=C(COc1ccc(Br)cc1Br)NC(=S)Nc1cccc(CO)c1	32%	i	1%	2.2%	9%	-2.1	21%	?	-2%
COc1ccc(Cl)cc1S(=O)(=O)N1CCC(C(=O)NCCC2=CCCCC2)CC1	5%	i	-27%	-0.5%	-3%	-4.9	0%	-7%	15%
Cc1ccnc(SC2CC(=O)N(c3ccc([N+](=O)[O-])cc3)C2=O)n1 (configuration not stated)	·	?	1%	0.5%	0%	-0.8	0%	-2%	-4%
CCC(C)Sc1ccc([C@@H]2[C@@H]3C(=O)N(CC)C(=O)[C@@H]3[C@]3(C(=O)OC)CCCCN23)cc1OC (some centres not stated)	-5%	i	?	-0.1%	2%	-1.8	-5%	-9%	-7%
COc1ccc2c(c1)[C@H]1[C@H](CO2)[C@H](c2ccccc2)[C@]2(C)C(=O)Nc3cc(OC)c(OC)cc3C(=O)N12	3%	i	-31%	-0.2%	3%	0.0	-7%	?	-14%
COc1ccc(C2C(C(C)=O)=C(O)C(=O)N2CCc2c[nH]c3ccccc23)cc1OC (configuration not stated)	1%	i	-26%	0.5%	-1%	-3.2	3%	17%	2%
Cc1cc(/C=C2\SC(=Nc3ccc(F)cc3)NC2=O)c(C)n1-c1ccc(S(N)(=O)=O)cc1	?	?	?	2.0%	4%	-0.2	?	·	25%
COc1ccc(CNC(=O)c2cccc(-c3ccc(C)c4ccccc34)n2)cc1	-25%	i	20µM*	-1.2%	1%	-0.2	-6%	-3%	0%
COC(=O)c1cc(OC)c(OC)cc1N	16%	i	14%	0.2%	9%	0.1	-4%	·	7%
C=CCC[C@@H](Cc1ccc(F)cc1)C(=O)OC[C@@H](C)NC(=O)[C@@H](CC=C)CC(=O)N[C@H](CO)Cc1ccccc1	?	?	?	1.0%	-5%	-0.5	-11%	-25%	-17%
CC1(C)Cc2cccc(OCC(=O)O)c2O1	-3%	i	-5%	-0.8%	6%	0.6	-1%	-6%	-2%
CCOC(=O)CSc1n[nH]c(=S)s1	8%	i	5%	0.4%	4%	-0.4	0%	-9%	-10%

Profiles from above:
C=CCC[C@@H](Cc1ccc(F)cc1)C(=O)OC[C@@H](C)NC(=O)[C@@H](CC=C)CC(=O)N[C@H](CO)Cc1ccccc1 in the list: ATXN2 expr inh = ?; ATXN viability = ?; TGFb inhibitor = ?; Nrf2 ARE act = 1.0%; EPAC2 agonist = -5%; IL2 activator = -0.5; A549 tox = -11%; Nrf2 block = -25%; HepG2 viability = -17%
CCOC(=O)CSc1n[nH]c(=S)s1 in the list: ATXN2 expr inh = 8%; ATXN viability = i; TGFb inhibitor = 5%; Nrf2 ARE act = 0.4%; EPAC2 agonist = 4%; IL2 activator = -0.4; A549 tox = 0%; Nrf2 block = -9%; HepG2 viability = -10%

Assay outcomes (PubChem)
